Furin inh – blocks human furin protease activity; P09958; purified furin, fluorogenic substrate cleavage; inhibition, % at 30 µM; 220,000 tested, 0.061% active; AID 463115; in the data active means inhibition above about 25%; further: inactives centre near -15
Target sequence (P09958 108-714 limits assumed): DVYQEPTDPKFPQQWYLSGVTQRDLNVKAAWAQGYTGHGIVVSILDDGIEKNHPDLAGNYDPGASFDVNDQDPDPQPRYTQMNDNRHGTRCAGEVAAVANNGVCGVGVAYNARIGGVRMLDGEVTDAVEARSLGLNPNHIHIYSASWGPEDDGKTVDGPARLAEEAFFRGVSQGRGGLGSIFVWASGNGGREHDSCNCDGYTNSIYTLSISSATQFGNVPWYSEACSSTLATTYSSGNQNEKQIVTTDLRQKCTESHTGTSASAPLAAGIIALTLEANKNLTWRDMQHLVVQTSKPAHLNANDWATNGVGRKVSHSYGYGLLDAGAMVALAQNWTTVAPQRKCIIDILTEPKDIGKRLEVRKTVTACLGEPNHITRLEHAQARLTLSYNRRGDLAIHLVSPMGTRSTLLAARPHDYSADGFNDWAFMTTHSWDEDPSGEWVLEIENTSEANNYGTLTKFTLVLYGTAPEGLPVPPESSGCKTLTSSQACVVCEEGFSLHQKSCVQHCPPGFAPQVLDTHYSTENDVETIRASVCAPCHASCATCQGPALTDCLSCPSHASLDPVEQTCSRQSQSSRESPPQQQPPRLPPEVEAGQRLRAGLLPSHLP
PPC-1+TRAIL kill – compounds killing PPC-1 cancer cells with TRAIL present (potentiator screen, no TRAIL-free arm). PPC-1 cells + TRAIL, ATPLite viability luminescence. cell killing (% activity), % at 4 µM. 220,000 tested, 0.41% active. AID 1443;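 active means cell killing above 50% in the first pass at 4 µM, then a duplicate retest at 5 µM averaging 50% or more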;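 further: plate controls were cells with TRAIL plus DMSO for no effect and medium-only wells lacking cells for full effect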
Thrombin inh – blocks human thrombin protease activity | inhibition, % at 5 µM | alpha-thrombin, Boc-VPR-AMC fluorogenic substrate cleavage | 220,000 tested, 0.26% active | P00734 | AID 1046;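 active means inhibition at or above 40%; inactive means inhibition below 40%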;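 further: 0% = enzyme with no compound and 100% = wells without enzyme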
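Material: human alpha-thrombin enzyme / Medium: pH 7.5 Tris (50 mM) with NaCl 150 mM, Tween 20 0.05% / Compound: single-point dosing at 5 µM, 0.2% DMSO / Incubation: enzyme reaction carried out at room temperature / Detection: AMC fluorescence, 355/460 nm / Read-out basis: percent inhibition scaled between no-compound controls and no-enzyme blanks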
Tb hexokinase – blocks Trypanosoma brucei hexokinase 1 activity. inhibition, % at 10 µM. 220,000 tested, 0.11% active. recombinant TbHK1, G6PDH-coupled NADH A340;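 active means inhibition of 50% or more in the single-dose primary screen; inactive means inhibition below 50%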
zfTRPN1 agonist – zebrafish TRPN1 (NompC) channel agonism; 220,000 tested, 0.18% active; HEK293 zebrafish TRPN1-YFP, Fluo-8 calcium fluorescence; 100% = response to 87 µM carbachol; activation, % at 3 µM;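 active means activation above its plate's cutoff, the mean activation of test wells on that plate plus 3 SD, cut at about 19% in these data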;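 further: 0% = DMSO alone and 100% = 87 µM carbachol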
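Material: zebrafish TRPN1-YFP in HEK293 cells; Doses: single test compound dose, 3 µM nominal, 0.3% DMSO; Timing: dye loading 1 h at 37 °C, then 30 min room temperature; Technique: intracellular calcium fluorescence with Fluo-8; Benchmarks: high carbachol 87 µM, low DMSO alone.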
TRPML3 agonist – human mucolipin-3 channel agonism. Q8TDD5. HEK293 TRPML3-YFP, Fluo-8 calcium fluorescence; 100% = the carbachol control signal. activation, % at 3 µM. 220,000 tested, 0.29% active. AID 1448;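 active means activation above its plate's cutoff, the mean activation of the plate's test wells plus 3 SD, cut at about 12% in these data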;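 further: 0% = DMSO only wells and 100% = carbachol wells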
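Material: TRPML3-YFP stable HEK293 cells | Dosing: One concentration, 3 µM nominal, 0.3% DMSO | Timing: 125 s total fluorescence read per well | Technique: Fluo-8 calcium dye fluorescence, ex 470-495, em 515-575 nm | Measure: Percent activation from peak-to-basal fluorescence ratio, scaled between DMSO and carbachol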
EBV gp42 block – EBV gp42 inhibition; Q1HVG2; Fluorescence polarization binding assay, mP read-out; inhibition, % (tested at 21.74 µM); 220,000 tested, 0.42% active; AID 1085; in the data active means inhibition above about 50%
Target sequence (Q1HVG2 whole entry, looked up): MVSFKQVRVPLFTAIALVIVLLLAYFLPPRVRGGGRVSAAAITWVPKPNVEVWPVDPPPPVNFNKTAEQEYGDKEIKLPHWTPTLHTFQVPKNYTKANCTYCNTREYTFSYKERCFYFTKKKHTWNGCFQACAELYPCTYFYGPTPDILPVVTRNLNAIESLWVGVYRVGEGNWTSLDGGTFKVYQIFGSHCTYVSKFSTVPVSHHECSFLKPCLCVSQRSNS
Cl transport mod – modulators of human KCC2 chloride dependent transport | AID 1456 | B-score of Tl+ flux slope (higher = more flux/activation; lower = inhibition) at 10 µM | KCC2 cells, thallium flux FluoZin-2 fluorescence | 190,000 tested, 2.2% active | Q9H2X9;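 active means thallium flux slope and its plate-corrected score both differing from the plate sample mean at a set confidence after two filtering rounds, in either direction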;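 further: slope of fluorescence scaled to starting intensity during 10 to 20 s after thallium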
Calpain2 inh – blocks pig calpain II enzyme activity; 220,000 tested, 0.37% active; purified calpain II, fluorogenic peptide substrate, 30 min; AID 1236; inhibition, % at 16 µM;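 active means inhibition above about 50%, limit read from the data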
Active calls of the source: *; x = not tested or not shown; [ ] = dose if it differs, or a comment. This is a random part of the collection (roughly 3.6% active in at least one column).

SMILES	Furin inh	PPC-1+TRAIL kill	Thrombin inh	Tb hexokinase	zfTRPN1 agonist	TRPML3 agonist	EBV gp42 block	Cl transport mod	Calpain2 inh
CCN(CC)CC(C)OC(=O)c1ccccc1Cl (stereo not drawn)	-25	-10	-8	-3	-0.3	0.3	-1	-0.11	-15
Cc1cc2ccccc2n1CCNC(=O)c1ccccc1	-19	-5	-2	5	1.4	1.7	8	-0.0023	30
Cc1cc(NCc2ccccn2)n2ncc(-c3ccccc3)c2n1	-19	4	-7	-29	0.3	-0.4	-12	-0.58	6
CN1CCN(c2ccc(NC(=O)CSc3ccccc3)cc2F)CC1	-10[20 µM]	23	1	-4	0.7	0.6	-1	-0.091	-16
CCc1ccc2nc(N3C(=O)C(O)=C(C(=O)c4ccco4)C3c3cccs3)sc2c1 (stereo not drawn)	-13[20 µM]	28	13	0	-0.5	0.1	1	x	-92
CCOC(=O)N1CCN(C(=O)CSCC(=O)Nc2nc(-c3ccc(Cl)s3)cs2)CC1	7[20 µM]	2	50*	-3	-0.5	-0.2	-5	-1.6	-8
COc1cc(NC(=O)c2n[nH]c(=O)c3ccccc23)cc(OC)c1	-32	6	1	-16	1.5	1.0	-15	-0.18	-34
Cc1ccccc1-n1cc(-c2ccc(Br)cc2)nc1SCC(N)=O	3	17	19	0	0.1	-0.2	2	-2.3	30
FCCCOc1ccc(/C=N/OCc2ccc(Cl)cc2Cl)cc1	-20	-4	-6	1	0.3	0.0	-5	x	-2
O=C(Cc1ccc(-c2ccccc2)cc1)OCC(=O)N1CCCC1=O	-14	5	-1	2	3.7	1.3	-8	0.16	6

Ten entries from above, reformatted.
| SMILES | Furin inh | PPC-1+TRAIL kill | Thrombin inh | Tb hexokinase | zfTRPN1 agonist | TRPML3 agonist | EBV gp42 block | Cl transport mod | Calpain2 inh |
| --- | --- | --- | --- | --- | --- | --- | --- | --- | --- |
| CCN(CC)CC(C)OC(=O)c1ccccc1Cl (stereo not drawn) | -25 | -10 | -8 | -3 | -0.3 | 0.3 | -1 | -0.11 | -15 |
| Cc1cc2ccccc2n1CCNC(=O)c1ccccc1 | -19 | -5 | -2 | 5 | 1.4 | 1.7 | 8 | -0.0023 | 30 |
| Cc1cc(NCc2ccccn2)n2ncc(-c3ccccc3)c2n1 | -19 | 4 | -7 | -29 | 0.3 | -0.4 | -12 | -0.58 | 6 |
| CN1CCN(c2ccc(NC(=O)CSc3ccccc3)cc2F)CC1 | -10[20 µM] | 23 | 1 | -4 | 0.7 | 0.6 | -1 | -0.091 | -16 |
| CCc1ccc2nc(N3C(=O)C(O)=C(C(=O)c4ccco4)C3c3cccs3)sc2c1 (stereo not drawn) | -13[20 µM] | 28 | 13 | 0 | -0.5 | 0.1 | 1 | x | -92 |
| CCOC(=O)N1CCN(C(=O)CSCC(=O)Nc2nc(-c3ccc(Cl)s3)cs2)CC1 | 7[20 µM] | 2 | 50* | -3 | -0.5 | -0.2 | -5 | -1.6 | -8 |
| COc1cc(NC(=O)c2n[nH]c(=O)c3ccccc23)cc(OC)c1 | -32 | 6 | 1 | -16 | 1.5 | 1.0 | -15 | -0.18 | -34 |
| Cc1ccccc1-n1cc(-c2ccc(Br)cc2)nc1SCC(N)=O | 3 | 17 | 19 | 0 | 0.1 | -0.2 | 2 | -2.3 | 30 |
| FCCCOc1ccc(/C=N/OCc2ccc(Cl)cc2Cl)cc1 | -20 | -4 | -6 | 1 | 0.3 | 0.0 | -5 | x | -2 |
| O=C(Cc1ccc(-c2ccccc2)cc1)OCC(=O)N1CCCC1=O | -14 | 5 | -1 | 2 | 3.7 | 1.3 | -8 | 0.16 | 6 |

(cont.)
SMILES	Furin inh	PPC-1+TRAIL kill	Thrombin inh	Tb hexokinase	zfTRPN1 agonist	TRPML3 agonist	EBV gp42 block	Cl transport mod	Calpain2 inh
CCOC(=O)c1cc2occc2n1CC(=O)Nc1ccc(OC)cc1OC	-22	11	1	1	-0.1	0.2	-7	0.5	3
O=C(c1ccc(Cl)cc1)C(Cn1cncn1)C(Sc1ccccc1)c1ccccc1 (stereo not drawn)	-17[20 µM]	12	-4	9	-1.1	-0.4	5	-0.71	34
COc1ccc(/C=C2\CCc3ccccc3C2=O)cc1CN1CCOCC1	-7	-4	-7	-30	-0.2	-0.6	-9	-5*	-8
CCOC(=O)NC(=O)CSc1nc(-c2ccc(C)c(C)c2)cn1-c1ccccc1	-16	10	-3	2	-1.2	0.1	1	1.5	11
C=CCOn1c(C)c(C(C)=O)c2c3no[n+]([O-])c3ccc21	-18[20 µM]	12	2	1	0.7	0.5	-24	x	-9
Cc1cccc(Cl)c1NC(=S)NCCc1ccccn1	-13	7	-1	-2	0.7	-0.3	-9	0.06	-15
COc1ccc(-c2nnc(-c3cccnc3)o2)cc1OC	-22	-10	-8	-7	0.3	0.2	-9	0.65	-145
CCOC(=O)C1CCN(C(=O)c2ccccc2Oc2ccccc2)CC1	-26[20 µM]	8	6	-1	-1.3	-0.3	-9	1.4	-10
Cc1ccccc1N1CCN(CCCN2C(=O)CC(=C(c3ccccc3)c3ccccc3)C2=O)CC1	-7[20 µM]	36	1	-11	-1.6	-0.5	-4	1.7	-38
COc1cc(-c2nc(CN3CCN(c4ncccn4)CC3)c(C)o2)ccc1F	-30	2	-5	-15	0.2	-0.5	0	-3*	-21
O=C(OCC1CCCN2CCCCC12)c1ccc2c(c1)OCO2 (stereo not drawn)	-6	-2	-2	-8	0.4	1.0	-5	x	8
Cc1ccc(-c2ccc(=O)n(CC(=O)NCc3ccc(F)cc3)n2)cc1	-26	x	2	-1	-2.4	-0.2	3	-2.7	-31
CCn1cc(C(=O)C(F)(F)F)c2ccccc21	-19[20 µM]	4	4	-2	-0.4	0.2	-5	-1.1	2
CC1(C)C(N(O)C(=O)Nc2ccc(Cl)cc2)N(c2ccc(Cl)cc2)C(=O)N1CC(=O)NN (stereo not drawn)	-31[20 µM]	20	-3	-6	-1.1	0.6	-5	x	-23
O=C(Nc1ccc(N2CCN(c3ccccc3)CC2)c(F)c1)C1CC1	-23	14	3	-6	1.5	1.0	-1	-0.88	-27
CC(=O)Nc1ccc(N2C(C(C)=O)=NN(c3ccc(Cl)cc3)C2c2sccc2C)cc1 (stereo not drawn)	17[20 µM]	17	3	-8	1.6	0.6	-26	-0.81	-47
Nn1c(COc2ccc(Cl)cc2)n[nH]c1=S	-20	3	1	-1	-0.5	0.8	-9	-3.3*	3
O=C(c1ccc(COc2ccc(F)cc2)o1)n1cc(Br)cn1	-16[20 µM]	13	1	5	-0.6	1.0	-4	0.051	-31
CC(C)Nc1nnc(SCC(=O)c2c[nH]c3ccccc23)s1	-24	2	0	0	-1.1	-0.2	-14	0.044	12
CCOC(=O)C1CCN(C(=O)CCS(=O)(=O)c2ccc3c(c2)CCN3C(C)=O)CC1	-20[20 µM]	2	4	-17	-1.0	0.1	-9	0.43	4
O=C(O)CCCn1cc(NC(=O)c2ccc(Br)o2)cn1	-22	27	2	2	-0.3	0.8	-4	0.38	6
OC1(c2ccccc2F)CCN(Cc2nnnn2Cc2ccc(F)cc2)CC1	-23	11	-1	-2	-3.1	-0.3	-23	-0.0046	-26
O=C(CN1C(=O)NC2(CCCCCC2)C1=O)Nc1ccc(S(=O)(=O)N2CCOCC2)cc1	-22[20 µM]	-8	1	2	-0.1	1.1	-11	-0.55	1
Cn1c(=O)c2c(nc(N3CCOCC3)n2Cc2c(F)cccc2Cl)n(C)c1=O	-16	11	0	-2	2.0	0.3	-3	0.39	12
COc1ccccc1NS(=O)(=O)c1ccc(N/N=C/c2c(C)nn(-c3ccccc3)c2N2CCCC2)c([N+](=O)[O-])c1	8	4	-4	-8	-1.2	-0.1	-7	-0.91	-24
Cc1ccc(-c2nn3c(C)nnc3s2)cc1NCc1c(F)cccc1Cl	-16[20 µM]	1	2	-4	-0.2	-1.1	-14	-0.36	-43
CC(C)(C)n1nnnc1C(c1cccnc1)N(Cc1ccccc1)Cc1ccco1 (stereo not drawn)	-12[20 µM]	4	-3	1	-1.6	0.2	-6	-1.2	15
O=C(NNc1ccccc1[N+](=O)[O-])Nc1ccc(Cl)c(Cl)c1	5	32	-14	28	0.3	2.0	7	0.96	-3
COc1ccc(C(=O)N(CCN2CCOCC2)CC(=O)NC2CCCC2)cc1OC	-26[20 µM]	17	-3	1	-1.0	0.5	-14	1.1	-7
CCn1cc(Cl)c(C(=O)Nc2cccc(C(F)(F)F)c2)n1	-15	17	x	0	-1.3	-0.5	15	0.3	22
O=C1CC(c2ccccc2)n2nc(NC(=O)C3CCCO3)nc2N1 (stereo not drawn)	-7	-10	-6	3	0.0	0.0	-8	0.047	-18
CC(C)S(=O)(=O)C/C(N)=N/OC(=O)c1cc(Cl)cc(Cl)c1	-13	6	8	-3	1.9	-0.8	-12	0.11	16
O=C1OCCC1Sc1nc(-c2ccccc2)cs1 (stereo not drawn)	-25[20 µM]	3	2	-10	-1.4	-0.1	-7	-1	5
COc1ccccc1-n1c(SCC(=O)Nc2ccccc2F)nc2[nH]ncc2c1=O	-31	-10	-1	0	0.7	0.1	-14	1.8	15
O=C(COc1ccc(F)cc1)NCC1CCCO1 (stereo not drawn)	5[20 µM]	14	-2	-7	0.2	0.1	-3	-0.11	-23
COc1ccc(C(CC(=O)c2ccc(C)cc2)Nc2ccc([N+](=O)[O-])cc2)cc1 (stereo not drawn)	2	10	-10	21	-0.6	1.0	-3	-0.76	26
COc1ccc(C(c2nnnn2C2CCCC2)N2CCN(C3CCCC3)CC2)cc1OC (stereo not drawn)	-19[20 µM]	14	-5	4	0.7	-0.5	-16	0.55	-6
COc1ccccc1C(=O)ON=C1c2ccccc2-c2ccccc21	2	0	-12	29	1.3	-0.4	12	-0.2	32
FCCCOc1ccc(-c2nccc(-c3ccc(F)cc3)n2)cc1	-11[20 µM]	14	-2	-11	-0.3	0.6	-8	x	21
CO/N=C/NC(=O)c1cn(-c2ccc(F)cc2)c(=O)c2ccccc12	-14[20 µM]	-20	-4	-9	-1.6	-0.7	-31	x	-3
O=C(O)CC1CCC(=C(Cl)Cl)C1 (stereo not drawn)	-8	-8	-1	2	-0.8	0.1	-15	-0.49	-13
Cc1ccc(NC(=S)N2CCC(N(C)CC3CCCO3)CC2)c(C)c1 (stereo not drawn)	-26[20 µM]	15	-11	3	0.3	0.9	-18	x	-4
Cc1cccc(S(=O)(=O)c2c(N)n(/N=C/c3ccccc3)c3nc4ccccc4nc23)c1	-12[20 µM]	19	3	-26	1.1	1.0	-1	0.33	-217
CCC(=O)Nc1cccc(C(=O)/C=C/c2cc(Br)ccc2OC)c1	0[20 µM]	4	-1	-4	0.4	0.7	7	-0.56	13
COc1cc(Cl)c(C)cc1NC(=O)CSc1nnc(-c2ccco2)n1CC(C)C	-12	4	5	-3	-2.2	-0.4	-16	-2	-37
COc1ccc(C2/C(=C(/O)c3ccccc3)C(=O)C(=O)N2CO)cc1 (stereo not drawn)	-4	4	3	-27	2.2	0.6	-13	x	32
CC(C)(C)[C@@H]1C=C(C(=O)NC2CC2)O[C@H](OCc2ccc(CO)cc2)C1	-10	-3	-3	-3	2.2	0.9	-4	0.78	17

Screening results from PubChem.
